MPTP block = inhibitors of mitochondrial permeability transition pore; isolated mouse mitochondria, Ca2+ swelling absorbance, 30 min; inhibition, % at 10 µM; 1.4% of 360,000 active; AID 602449;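 active means inhibition of 50% or more, scaled per plate between neutral and stimulator controls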;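 further: 0% = DMSO wells given calcium and 100% = 1 mM EGTA wells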
NR3A LBD binder = NR3A (human) ligand-binding domain modulation; Tm shift relative to glycine control, % at 25 µM; 2.5% of 340,000 active; AID 1259313; NR3A LBD differential scanning fluorimetry, Tm shift; 0% = protein alone, 100% = glycine-bound protein;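 active means melting temperature shift of at least 10% of the positive control shift, at one fixed dose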
tim23-1 inh = inhibits growth of tim23-1 mutant yeast; S. cerevisiae tim23-1 growth, BacTiter-Glo luminescence, 24 h; inhibition, % at 20 µM; 1.3% of 330,000 active; AID 463212;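 active means growth inhibition of the mutant yeast at or above 50%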;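 further: temperature-sensitive mutant grown at 25 °C; plate controls were DMSO-treated mutant yeast for no effect and medium wells lacking yeast for full effect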
APJ agonist = activates the human apelin receptor APJ; AID 2520; P35414; activation, % at 20 µM; 0.11% of 330,000 active; CHO-K1 APJ PathHunter beta-arrestin, luminescence; 0% DMSO wells, 100% apelin;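 active means activation more than six SD over the plate average, tested at 20 µM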;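 further: 0% = DMSO alone and 100% = apelin-13 at 10 nM; some results filed as inactive read as strong as hits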
Target sequence (P35414 whole entry, looked up): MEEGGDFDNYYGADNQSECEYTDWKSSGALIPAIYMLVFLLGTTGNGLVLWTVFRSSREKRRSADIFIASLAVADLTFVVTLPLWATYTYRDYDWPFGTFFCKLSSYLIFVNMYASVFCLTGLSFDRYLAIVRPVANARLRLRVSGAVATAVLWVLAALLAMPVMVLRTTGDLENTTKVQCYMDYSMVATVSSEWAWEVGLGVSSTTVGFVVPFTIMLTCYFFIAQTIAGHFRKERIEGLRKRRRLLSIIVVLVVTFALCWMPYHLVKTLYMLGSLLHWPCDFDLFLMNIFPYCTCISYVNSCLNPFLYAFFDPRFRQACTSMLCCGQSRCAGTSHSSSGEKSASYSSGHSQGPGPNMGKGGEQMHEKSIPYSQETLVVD
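Assay system: engineered CHO-K1 APJ arrestin reporter cells; Amount: 1000 CHO-K1 reporter cells seeded per well; Dosing: one dose, 20 µM compound, 1% DMSO; Times: compound stimulation 90 min at 25 °C, detection 60 min; Measured by: luminescent beta-gal fragment complementation, chemiluminescent substrate; Read-out: APJ–arrestin association signal; Controls: DMSO vs Apelin-13 10 nM.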
MIN6 prolif = MIN6 beta-cell proliferation induction; MIN6 cells proliferation, ATPlite luminescence, 48 h; cells starved in 0.2% serum; 100% = growth in 10% serum; proliferation, % at 10 µM; 0.29% of 330,000 active; AID 2380;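 active means compounds whose signal lies at least 3.5 SD above the mean of all wells on their plate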;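 further: 0% = DMSO-treated cells in low-serum medium and 100% = 10% serum control; some compounds called inactive have numbers as strong as hits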
TIM10 inh = inhibits growth of TIM10 yeast strain; S. cerevisiae TIM10 strain growth, BacTiter-Glo luminescence, 24 h; inhibition, % at 10 µM; 1.4% of 330,000 active; AID 463195;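 active means inhibition of 40% or more at the single tested concentration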;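 further: wild-type TIM10 isogenic control strain grown at permissive 25 °C; 0% = DMSO yeast wells and 100% = minimal medium wells without yeast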
APJ antag = antagonists of human APJ apelin receptor. P35414. CHO-K1 APJ beta-arrestin complementation, luminescence. inhibition, % at 20 µM. 0.32% of 330,000 active. AID 2521;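 active means inhibition above about 40% at 20 µM, limit read from the data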;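 further: cells challenged with 10 nM apelin-13 agonist together with compound; plate controls were apelin-13 plus DMSO wells for no effect and DMSO wells lacking apelin-13 for full effect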
NLRP3 yeast inh = NALP3 inhibition in yeast. Yeast reconstituted NLRP3/ASC/caspase-1, beta-gal luminescence, 24 h. inhibition, % at 10 µM. 0.39% of 330,000 active. AID 2825;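 active means inhibition of 50% or more; inactive means inhibition below 50%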;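 further: plate controls were induced DMSO wells for no effect and uninduced yeast grown without galactose for full effect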
tim10-1 inh = inhibits growth of tim10-1 mutant yeast | 2.2% of 330,000 active | S. cerevisiae tim10-1 ts strain growth, BacTiter-Glo, 24 h | inhibition, % at 20 µM | AID 463190;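 active means inhibition of at least 40%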;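 further: mutant grown at 25 °C; 0% = DMSO wells with yeast and 100% = wells holding no yeast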
* = called active by the depositor.

SMILES	MPTP block	NR3A LBD binder	tim23-1 inh	APJ agonist	MIN6 prolif	TIM10 inh	APJ antag	NLRP3 yeast inh	tim10-1 inh
CC1CCN(C(=O)CNC(=O)c2ccc(Cl)cc2Cl)CC1	1.2	2	6	-5	0	6	5	6	26
COC(=O)N/N=C/c1cc([N+](=O)[O-])cc(Br)c1O	0.4	-14	5	0	1	3	25	21	26
CCN(C(=O)C1=COCCO1)c1nc2c(C)cccc2s1	2.1	1	19	-1	5	5	13	-8	8
Cn1c(=NC(=O)CS(=O)(=O)c2ccccc2)sc2ccccc21	0.0	0	6	-5	-2	-6	4	9	7
CC(C)N1CCN(Cc2ccc(-c3ccccc3Cl)o2)CC1CCO (stereo not given)	1.2	1	1	-1	-4	7	0	7	16
O=C(CN1CCN(S(=O)(=O)c2ccccc2)CC1)NC(=O)NCc1ccccc1	-0.2	3	6	0	-2	-15	12	0	-13
CC1CCCC(C)N1C(=O)CN1c2cccc3cccc(c23)S1(=O)=O (stereo not given)	-0.6	3	26	2	0	18	-8	19	7
O=C(NCC(=O)N1CCN(C(=O)c2ccccc2)CC1)c1ccccc1	-1.2	0	-5	-5	4	-10	1	10	-6
N#Cc1nc(-c2ccccc2)oc1NCC1CCCO1 (stereo not given)	0.2	-2	8	-1	-1	3	11	13	9
c1cc2c(cc1Cn1cnnn1)OCO2	0.7	0	10	4	2	11	0	-8	10
COc1cccc(C2CC(c3ccc(Cl)cc3)Nc3nc(N)nn32)c1 (stereo not given)	-2.9	-1	10	-3	1	-3	20	10	-9
CCn1ncc(Cl)c1C(=O)NC(=S)Nc1c(C)cc(C)cc1[N+](=O)[O-]	2.0	4	32	-1	-5	22	10	-8	22
COc1ccc(C(=O)NNC(=S)NC(=O)c2ccccc2)cc1	4.7	-2	13	-4	-2	1	27	42	-21
CCn1c(SCC(=O)Nc2ccc3c(c2)OCO3)nnc1-c1cnccn1	-1.1	-2	14	0	-1	-7	18	1	-3
COc1ccc(CN(CC(=O)NCc2ccc3c(c2)OCO3)C(=O)c2csnn2)cc1	-0.3	0	0	1	2	-8	10	19	-1
CC1=C(/C=C/C(C)=C/C=C/C(C)=C\C(=O)O)C(C)(C)CCC1	-0.2	3	20	3	-6	8	6	21	13
C#CC1(O)CC(C)N(C)C(C)C1 (stereo not given)	-1.2	0	1	-1	-2	-2	14	19	5
Cc1cccc(C)c1NC(=O)NN=C1CCCCC1	0.9	0	-8	-3	-1	9	21	23	19
Cn1cccc1CNC(=O)Nc1ccc(Cl)c(Cl)c1	0.4	-6	4	-4	1	12	2	20	17
O/N=C/c1ccc(OCc2ccccc2F)c(Cl)c1	2.5	0	38	0	0	4	5	18	41*
CCCn1nc(C(=O)Nc2nnc(C3CC3)s2)c2ccccc2c1=O	-0.4	0	44	-1	-1	8	-3	18	15
CCC(=O)Nc1ccc(-c2nc3ccccc3c(=O)o2)cc1	-0.9	-12	19	-2	-2	21	1	18	5
COc1ccc(Cl)cc1NC(=O)CN(C)C(=O)CCSc1ccc(C)cc1	-2.4	-12	33	-5	0	0	15	19	-7
CC(=O)Nc1cccc(C(=O)OC(C)C(=O)NCc2ccc3c(c2)OCO3)c1 (stereo not given)	-1.1	3	18	0	-1	-3	20	16	2
[2H]C(CCOS(N)(=O)=O)c1ccc(C(C)(C)C)cc1 (stereo not given)	0.4	-1	23	-3	-3	6	3	33	25
Fc1ccc(Cl)cc1/C=N/n1cnnc1SCc1ccccc1	0.9	-1	19	-4	1	23	-5	12	35
O=C1CCC([N+](=O)[O-])C(c2ccc(Cl)cc2Cl)N1 (stereo not given)	-1.3	1	8	-5	-1	5	11	15	-4
CCOc1ccc(C(=O)COC(=O)c2cc([N+](=O)[O-])ccc2N2CCOCC2)cc1	-1.4	2	9	7	3	-11	13	9	16
N#Cc1c(-c2ccc([N+](=O)[O-])cc2)nc2n(c1=O)CCS2	-0.9	0	17	5	-4	13	-28	6	31
CC(C)(C)NC(=O)NC(=O)COC(=O)c1cccc(S(=O)(=O)N2CCCCC2)c1	2.1	10	-4	0	-2	-4	-9	13	10
OCC[C@H]1C[C@H](O)[C@@H](O)[C@@]2(CCCCO2)O1	1.1	-1	13	4	6	7	3	8	0
COC(=O)C1=C(C)OC(N)=C(C#N)C1c1cc(C)sc1C (stereo not given)	1.0	1	24	4	-2	13	2	-13	25
Cc1ccc2[nH]c(CCN(C)C)c(CC#N)c2c1	-0.3	1	-2	-3	-4	-15	0	13	17
COc1ccccc1S(=O)(=O)Cc1ccc(C(=O)NC(C)c2ccc3c(c2)OCCO3)o1 (stereo not given)	2.8	-1	11	1	-1	14	21	9	8
CC1=C(C(=O)O)N2C(=O)C(NC(=O)c3ccccc3Cl)C2SC1 (stereo not given)	-0.6	6	5	-2	-4	-3	-11	5	7
C=CCNc1nc2ccccc2nc1NS(=O)(=O)c1cccs1	3.0	-6	21	-4	-1	-10	5	14	16
CCNc1nc(NCC)n2c(SCC(=O)NCC3CCCCC3)nnc2n1	1.4	-5	8	-2	-1	19	3	17	-1
Cc1ccc(NC(=O)c2oc3ccc(S(=O)(=O)N4CCC5(CC4)OCCO5)cc3c2C)cc1C	-4.7	-7	9	-1	-1	24	0	2	15
Cc1ccc(NC(=O)COC(=O)COc2cccc3c2OC(C)(C)C3)c(C)c1	-1.4	0	-3	-2	4	1	-51	1	11
O=C(NC(Cc1ccccc1)c1ccc2c(c1)OCCCO2)c1ccccc1 (stereo not given)	1.3	0	2	-3	-3	-10	26	6	24
COc1ccc(N2CCN(S(=O)(=O)CCNC(=O)/C=C/c3ccc4c(c3)OCO4)CC2)cc1	1.0	2	-12	-1	-1	4	-27	14	-6
CCn1cc(C2=NC(C)(C)CO2)c2ccccc21	-1.0	0	-12	-2	2	-4	16	24	8
Cc1ccc(SCc2ccc(C(=O)Nc3cc([N+](=O)[O-])ccc3C)cc2)cc1	25	-3	16	-5	-2	14	-3	14	16
Cc1cccc(-n2c(-c3ccoc3C)n[nH]c2=S)c1	-1.2	2	23	2	0	1	-15	16	13
CN(C)CCN(C(=O)c1ccc2c(c1)CCCC2)c1nc2c(F)cccc2s1	-0.5	-4	22	11	-4	24	-123	16	19
COc1ccc(Cn2c(-c3ccc(OC)cc3)nc3ccccc32)cc1	-0.4	1	41	0	-3	17	-6	24	36
CC1CCN(C(=O)Cn2cc(C#N)c3ccccc32)CC1	-0.4	1	12	-1	-3	4	8	6	9
Cc1cc(=O)oc2cc(OCC3CC(c4ccc(Cl)cc4)=NO3)ccc12 (stereo not given)	-1.7	-26	18	0	0	9	-50	36	17

Profiles as entered above:
[2H]C(CCOS(N)(=O)=O)c1ccc(C(C)(C)C)cc1 (stereo not given) as listed: MPTP block = 0.4; NR3A LBD binder = -1; tim23-1 inh = 23; APJ agonist = -3; MIN6 prolif = -3; TIM10 inh = 6; APJ antag = 3; NLRP3 yeast inh = 33; tim10-1 inh = 25
CCN(C(=O)C1=COCCO1)c1nc2c(C)cccc2s1 as listed: MPTP block = 2.1; NR3A LBD binder = 1; tim23-1 inh = 19; APJ agonist = -1; MIN6 prolif = 5; TIM10 inh = 5; APJ antag = 13; NLRP3 yeast inh = -8; tim10-1 inh = 8

(more compounds)
SMILES	MPTP block	NR3A LBD binder	tim23-1 inh	APJ agonist	MIN6 prolif	TIM10 inh	APJ antag	NLRP3 yeast inh	tim10-1 inh
O=C(CSc1nnc(COc2cccc3cccnc23)o1)c1ccc(F)cc1	1.8	2	11	3	-1	6	22	7	3
Cc1ccc(CCNC(=O)C2CCN(S(=O)(=O)c3ccc4c(c3)NC(=O)CO4)CC2)cc1	-1.6	0	-2	2	7	-2	-7	9	8
CC(C)CNC(=O)C(=O)NCc1ccccn1	-1.6	-1	-9	-1	-2	-4	11	7	-10
CC(=O)Nc1ccc(S(=O)(=O)NCCC(=O)OCC(=O)c2ccc(F)c(F)c2)cc1	0.3	1	8	-5	1	1	11	-9	3
CCOc1ccc(C(=O)NCc2cccnc2)cc1[N+](=O)[O-]	-0.9	2	2	-3	-2	-10	-9	12	-10
CCCCc1nc(Cl)c(C#N)c2c1CSC(C)(C)C2	0.3	4	8	-1	3	9	0	-12	4
COc1cc2c(cc1OC)C(c1cccs1)N(C(=O)c1ccncc1)CC2 (stereo not given)	0.0	-2	10	-2	1	25	10	1	19
COC(C[C@@H](O)C[C@H](O)[C@@H](C)OCc1ccccc1)OC	0.4	3	11	8	-2	3	4	3	-10
CCCOC(=O)c1ccc(S(N)(=O)=O)o1	-1.2	0	2	-2	-1	-15	13	22	1
Cc1ccc(NS(=O)(=O)c2cccc(C(=O)N3CCCCCCC3)c2)cc1	-0.8	-2	10	-2	-1	-1	4	8	13
O=C1CC(c2ccccc2)Cc2nc(NC3CC3)ncc21 (stereo not given)	0.0	0	25	-2	-4	-3	-7	-17	31
CCOC(=O)C1(CCOC)CCN(C2C3CC4CC(C3)CC2C4)CC1 (stereo not given)	0.0	1	4	0	-2	-6	-4	-1	18
CC(=O)Nc1ccc(SCC(=O)c2c(N)n(Cc3ccccc3)c(=O)n(C)c2=O)cc1	0.5	3	6	1	-1	-15	-4	-9	0
CC1(C)N=c2ccc([N+](=O)[O-])c(N)c2=[N+]1[O-]	5.4	0	11	8	-5	21	-45	25	20
Cc1nc2nc(C)c(NS(=O)(=O)c3cccs3)c(=O)n2[nH]1	-1.4	-1	3	-2	0	-14	-2	-1	9
CNNC(=S)NCCC1=CCCCC1	2.1	0	9	-6	-2	4	1	2	24
CN1CCN(C2Cc3ccc(Cl)cc3Sc3ccc(F)cc32)CC1 (stereo not given)	-6.7	1	-26	-1	-4	36	-22	20	-12
Cc1cc(OCC(=O)NCc2ccccn2)c2c(C)cc(=O)oc2c1	2.0	0	15	-2	-1	10	16	17	15
COc1ccc(NC(=O)COC(=O)c2ncc(Cl)c(Cl)c2Cl)c(OC)c1	1.4	3	-7	-2	0	-2	-4	15	15
CCCCN(C(=O)c1cccs1)C1CCS(=O)(=O)C1 (stereo not given)	-0.6	-1	-6	-4	-4	-1	7	-4	-14
CCCC(=O)Nc1ccc(Cl)c(NC(=O)C(C)(C)C)c1	-1.9	1	34	1	-3	16	-2	16	21
Cc1coc2c1c(C)cc1oc(=O)c(CC(=O)NCC(=O)O)c(C)c12	-0.4	1	9	-1	1	6	8	-12	-5
Cc1ccccc1N(C(=O)c1csnn1)C(C(=O)NC1CCCCC1)c1ccncc1 (stereo not given)	-0.9	0	8	-2	-2	-10	12	3	-1
Cc1ccc(N/N=C(\C#N)C(N)=S)cc1C	67*	-6	30	-6	-5	42*	2	67*	38

MPTP block: entries above that show a hit
Molecule	MPTP block	NR3A LBD binder	TIM10 inh	APJ antag	NLRP3 yeast inh	tim10-1 inh
Cc1ccc(N/N=C(\C#N)C(N)=S)cc1C	67*	-6	42*	2	67*	38

Additional entries follow:
SMILES	MPTP block	NR3A LBD binder	tim23-1 inh	APJ agonist	MIN6 prolif	TIM10 inh	APJ antag	NLRP3 yeast inh	tim10-1 inh
COc1ccccc1Nc1nc(N)nc(CSc2ncccn2)n1	0.2	1	15	-1	1	22	13	-8	17
CCn1c(CC(=O)Nc2ccccc2F)nnc1SCC(=O)Nc1nnc(C)s1	0.2	7	-6	2	-1	0	-4	2	-4
CCOc1ccc(N2C(=O)CC(SC(=NC)Nc3ccc4c(c3)OCO4)C2=O)cc1 (stereo not given)	-1.0	-12	2	0	-2	6	8	16	5
Cc1cccc(OCCC(=O)NCC(=O)Nc2cccc(C)c2C)c1	0.5	0	16	-2	-2	13	8	-3	12

Screening data (PubChem)
